Compound activity as filed in PubChem.
All columns: NCI-60 one-dose screen, growth in % after 48 h at 10 µM unless noted; 100 = growth as untreated, 0 = no growth, -100 = all killed.
DU-145 = DU-145 prostate cancer. 81,000 tested, 4.2% active. AID 1794760
OVCAR-8 = OVCAR-8 ovarian cancer | 81,000 tested, 4.4% active | AID 1794782
U251 = U251 CNS tumor cells; 80,000 tested, 5.4% active
SNB-19 = SNB-19 CNS cancer cells | 81,000 tested, 2.5% active
SF-539 = SF-539 CNS cancer | 81,000 tested, 6.8% active | AID 1794752
SF-295 = SF-295 CNS cancer cells | 79,000 tested, 5.6% active
SF-268 = SF-268 CNS cancer cells. AID 1794759. 82,000 tested, 3.1% active
PC-3 = PC-3 prostate cancer cells; 80,000 tested, 3.9% active; AID 1794754
* = called active by the depositor; nt = no result given; & = joins results of further samples; [ ] = dose if it differs, or a comment. The calls were made as follows: active = growth percent below 10; inactive = the rest.

SMILES	DU-145	OVCAR-8	U251	SNB-19	SF-539	SF-295	SF-268	PC-3
CC(C)Cc1ccc(CC(C)C)c(O)c1	116	100	98	100	111	103	105	96
COC1=C[C@]23CCCN2CCc2cc4c(cc2[C@@H]3[C@@H]1OC(=O)CCCC(C)C)OCO4	84	90	85	76	91	96	88	83
CCc1ccc(Oc2cn[nH]c2-c2ccc(OCCc3ccc(F)cc3)cc2O)cc1	91	101	54	108	106	99	89	72
CN1C(=O)C2=C(NCCN(C(=O)[C@@H](Cl)c3ccccc3)C2c2ccc(Cl)c(Cl)c2)C1(C)C (stereo partly specified)	93	87	90	92	94	nt	104	80
COc1cc(/C=C2\SC(=S)NC2=O)ccc1OCCCCOc1ccc(/C=C2\SC(=S)NC2=O)cc1OC	116	107	103	109	102	102	102	125
COc1ccc(C2CC(c3ccccc3)=NN2c2nc(-c3ccccc3)c(C#N)c(=O)n2C)cc1 (stereo unspecified)	108	98	nt	92	106	96	99	85
CC(SC(C)C(=O)N/N=C/c1cccc(Cl)c1)C(=O)N/N=C\c1cccc(Cl)c1 (stereo unspecified)	72	68	48	89	106	66	69	53
S=C(N/N=C\c1cccs1)N/N=C/c1cccs1	102	85	79	88	93	84	99	78
CC(C)OC1C=CCCC1 (stereo unspecified)	109	104	100	105	105	nt	103	99
O=C1C(=O)c2ccccc2C2=C1C(c1ccc(Cl)cc1)c1c(n[nH]c1-c1ccc(Cl)cc1)N2 (stereo unspecified)	103	78	88	105	nt	103	83	nt
CN(C)CCCNc1c2ccc(Cl)cc2nc2c1oc1ccc(Cl)cc12	-49*	-79*	-51*	38	-86*	-67*	44	-24*
COc1cc(C2=Nc3c/c(=C\c4c(O)[nH]c5ccccc45)ccc3=N2)cc(OC)c1OC	84	78	76	86	81	101	86	72
NC(=O)N1CCN(CCCN2c3ccccc3Sc3cc(Cl)ccc32)CC1	113	88	88	98	99	90	86	67
CN(Cc1cnc2nc(N)nc(N)c2n1)c1c(Cl)cc(C(=O)NC(CCC(=O)O)C(=O)O)cc1Cl (stereo unspecified)	24	18	33	32	21	3.0*	28	22
O=[N+]([O-])c1ccc(N/N=C\c2ccc(O)c(S(=O)(=O)O)c2)nc1	106	100	96	99	100	104	99	94
O=C1OC2CCCC1CC2 (stereo unspecified)	103	113	102	107	108	nt	106	100
C[C@@H]1C[C@H]2C(=O)O[C@@H](C)C(NC(=O)[C@H](Cc3cc(F)cc(F)c3)NC(=O)Nc3ccc(Cl)cc3F)C(=O)N3CCC[C@H]3C(=O)N3CCCC[C@H]3C(=O)N[C@@H](CO)C(=O)N2C1 (stereo partly specified)	26	22	30	28	36	20	32	16
COc1ccc(C(=O)/C=C/c2c(Cl)nc3c(c(C)nn3-c3ccccc3)c2-c2ccc(Cl)cc2)cc1	119	101	93	100	nt	111	112	89
O=C(CSc1ccc(Cl)cc1)Nc1ccc(-c2nc3ccccc3s2)cc1	nt	102	92	91	96	90	nt	80
Cn1c(SCC(=O)Nc2ccc(S(=O)(=O)Nc3ccc(Cl)nn3)cc2)nc2ccccc2c1=O	113	100	102	104	105	103	99	104
COc1cc([N+](=O)[O-])cc(OC)c1OC	115	109	106	114	114	110	110	95
CC(=O)C1CCCCC1	111	95	nt	100	111	92	107	97
Cc1[nH]c(-c2nc3ccccc3[nH]2)c(C)c1C(=O)N1CCOCC1	107	106	100	89	96	96	100	99
Cc1ccc(N2C(=O)CSC2c2ccc(OCC(=O)c3ccccc3)cc2)cc1 (stereo unspecified)	103	97	93	98	101	101	93	81
COc1ccc(OC)c(-c2nc(SCC(=O)c3ccc(Br)cc3)nc(Nc3ccc(S(N)(=O)=O)cc3)c2C#N)c1	55	63	38	50	28	33	57	35
N#CC1=C(N)n2nc(-c3ccncc3)nc2NC1c1cccc2ccccc12 (stereo unspecified)	93	93	87	93	88	90	94	76
COc1cc(C)c(Cl)cc1C1=NN(c2ccc(S(N)(=O)=O)cc2)C(/C=C/c2ccccc2)C1 (stereo unspecified)	83	32	18	39	103	64	70	7.5*
N#CC(C#N)N=Nc1ccccc1Cl	104	104	107	104	100	97	105	99
CCOC(=O)c1cnn2c(-c3ccc(Cl)cc3)nc(SCC)nc12	85	73	81	79	91	80	78	77
COC(=O)[C@]12CCC(C)(C)C[C@@H]1[C@H]1/C(=N/OCCC#N)C[C@@H]3[C@@]4(C)CC[C@H](OC(C)=O)C(C)(C)[C@@H]4CC[C@@]3(C)[C@]1(C)CC2	79[100 µM]	69[100 µM]	50[100 µM]	60[100 µM]	73[100 µM]	62[100 µM]	80[100 µM]	30[100 µM]
Oc1ccc(Nc2ccc3ccccc3c2)cc1	51	60	68	76	37	68	50	39
CCCCOc1nc2ccc(Cl)cc2cc1/C=C/c1cc(/C=C/c2cc3cc(Cl)ccc3nc2OCCCC)n(-c2ccccc2)n1	105	96	93	94	103	94	102	84
COc1ccc(C(=O)/C=C/c2cc(-c3cc(OC)c(OC)c(OC)c3)n[nH]2)cc1	26	16	-2.2*	48	-26*	-24*	31	21
COc1ccc(-c2ccccc2-c2nc(-c3ccccc3)c(-c3ccccc3)n2Cc2ccccc2)cc1OC	88	48	72	61	74	46	72	29
Oc1c(O)c(Br)c(Br)c(Br)c1O	107	99	102	108	101	105	103	94
OC(COc1ccc2c(c1)OCO2)CN1CCN(Cc2ccccc2)CC1 (stereo unspecified)	105	103	nt	115	111	nt	104	98

Copied from the results shown for reference:
SMILES	DU-145	OVCAR-8	U251	SNB-19	SF-539	SF-295	SF-268	PC-3
CC(C)Cc1ccc(CC(C)C)c(O)c1	116	100	98	100	111	103	105	96
COC1=C[C@]23CCCN2CCc2cc4c(cc2[C@@H]3[C@@H]1OC(=O)CCCC(C)C)OCO4	84	90	85	76	91	96	88	83
CCc1ccc(Oc2cn[nH]c2-c2ccc(OCCc3ccc(F)cc3)cc2O)cc1	91	101	54	108	106	99	89	72

(listing goes on)
SMILES	DU-145	OVCAR-8	U251	SNB-19	SF-539	SF-295	SF-268	PC-3
O=C(Nc1cccc(C2=NCCN2)c1)c1ccc(N=Nc2ccc(C(=O)Nc3cccc(C4=NCCN4)c3)cc2)cc1	59	37	16	53	74	82	54	63
O=C1c2ccccc2-c2ccc(-c3ccc4c5c(cccc35)C(=O)c3ccccc3-4)c3cccc1c23	112	100	99	101	98	101	101	86
C=CC1=NC(C)(C)CC(C)O1 (stereo unspecified)	113	113	nt	100	98	nt	109	102
CCOC(=O)Cc1csc(Nc2ccc(C(=O)O)cc2)n1	104	106	108	103	110	103	106	94
CCN(CC)CC(O)c1cnc(-c2ccccc2)nc1C (stereo unspecified)	108	102	107	118	100	100	104	95
CC(CN1CCCCC1)C(=O)c1ccccc1 (stereo unspecified)	104	102	101	101	92	101	100	95
O=C(Nc1ccc(NC(=O)c2cc(S(=O)(=O)NC3CCCCC3)c(O)c(O)c2O)cc1)c1cc(S(=O)(=O)NC2CCCCC2)c(O)c(O)c1O	98	91	88	91	93	97	76	99
CC(=O)c1ccc(N=Nc2c(N)nc(N)[nH]c2=O)cc1	140	98	108	93	106	98	103	91
COc1cccc(C=Nc2cc(C(C)C)c(O)cc2C)c1O	114	99	96	93	92	nt	92	93
Nc1n[nH]c2cc(=O)[nH]c(O)c12	116	100	100	97	98	95	108	95
CC(=O)CCC1CCC(C(C)C)CC1 (stereo unspecified)	107	104	97	110	98	100	96	96
CCCCCC[C@@H](O)C/C=C\CCCCCCCC(=O)OCCOC	116	101	105	98	106	131	106	90

Profiles, looked up by structure.
CCOC(=O)Cc1csc(Nc2ccc(C(=O)O)cc2)n1 across the screens: DU-145 = 104; OVCAR-8 = 106; U251 = 108; SNB-19 = 103; SF-539 = 110; SF-295 = 103; SF-268 = 106; PC-3 = 94
CCN(CC)CC(O)c1cnc(-c2ccccc2)nc1C (stereo unspecified) across the screens: DU-145 = 108; OVCAR-8 = 102; U251 = 107; SNB-19 = 118; SF-539 = 100; SF-295 = 100; SF-268 = 104; PC-3 = 95
C=CC1=NC(C)(C)CC(C)O1 (stereo unspecified) across the screens: DU-145 = 113; OVCAR-8 = 113; U251 = nt; SNB-19 = 100; SF-539 = 98; SF-295 = nt; SF-268 = 109; PC-3 = 102

An excerpt from above, showing only U251:
| Compound | U251 |
| --- | --- |
| CC(=O)c1ccc(N=Nc2c(N)nc(N)[nH]c2=O)cc1 | 108 |
| CC(CN1CCCCC1)C(=O)c1ccccc1 (stereo unspecified) | 101 |

Other records
SMILES	DU-145	OVCAR-8	U251	SNB-19	SF-539	SF-295	SF-268	PC-3
Cc1cc2ccccc2cc1C(=O)c1ccccc1	103	90	90	88	96	105	88	87
COc1ccc(N2CC(c3nc4ccccc4o3)CC2=O)cc1 (stereo unspecified)	110	102	101	99	96	98	92	91
O=C(Nc1ccc(Nc2cc(-c3ccccc3)ncn2)cc1)Nc1cc(C(F)(F)F)ccc1F	71	50	36	58	nt	41	67	37
CCCCCCCCCCCCCCCc1cccc(O)c1	117	107	109	100	104	nt	102	87
CCc1cc(CC)c(C(C)=O)c(CC)c1	102	103	100	113	106	117	105	nt
O=c1c2c3c(sc2nc(SCc2nnc(Nc4ccccc4)s2)n1Cc1ccccc1)CCCC3	111	99	104	115	89	93	118	110
c1ccc(-c2nc(N3CCNCC3)c3nc(-c4ccccc4)oc3n2)cc1	-63*	-31*	-93*	6.0*	-40*	91	36	-62*
O=C1C(=O)N(Cc2cn(Cc3ccccc3)nn2)c2ccccc21	105	103	nt	92	97	100	95	103
Cc1ccc(C(=O)NN2C(=O)CSC2c2ccc(N(C)C)cc2)cn1 (stereo unspecified)	129	nt	102	95	106	94	106	97
C=CCCCCOc1ccccc1-c1cnc(OCCCCC=C)n1C	93	84	69	91	81	70	80	74
OCC[C@H]1C[C@H]1c1ccco1	104	100	99	100	98	98	99	89
Nc1ccccc1SSc1ccccc1N	111&111&104	92&103&103	95&102&107	106&103&95	112&112&106	88&99&139	92&95&99	77&71&96
CC(=O)Oc1ccc2ccccc2c1CN(Cc1ccccc1)C(C)=O	106	90	93	86	98	101	91	73
C=C1c2c(C)nn(-c3ccc(C#CCOC4OC(CO)C(O)C(O)C4O)cc3)c2N(C)C23C[C@H]1C1(C)c4c(C)nn(-c5ccc(C#CCOC6OC(CO)C(O)C(O)C6O)cc5)c4N(C)C(C)(C[C@H]12)C3 (stereo partly specified)	17	12	-35*	2.2*	-15*	nt	7.6*	-26*
Cc1ccc(OCCBr)cc1	116	94	107	96	98	103	114	93
Cc1cn(C2CC(O)C(CO)O2)c(=O)n(Cc2ccccc2)c1=O (stereo unspecified)	109	107	112	106	88	120	102	94
CCC(C(=O)O)(C(=O)O)c1ccccc1	120	111	92	107	103	109	117	96
Cc1cc(C)c2c(Cn3cc(CSc4nc5cc(Cl)ccc5o4)nn3)cc(=O)oc2c1	110	108	109	102	106	110	97	103
O=c1n(Cc2nc(-c3ccc(Cl)cc3)n[nH]2)cnn1-c1ccccc1	111	91	83	102	99	98	105	72
CC(C)CCC[C@@H](C)[C@H]1CCC2C3=CCn4c(=O)ccc(=O)n4C3CC[C@@]21C (stereo partly specified)	-94*	-40*	-97*	-97*	-99*	-92*	-92*	-85*
[2H]C([2H])([2H])Oc1cc(F)ccc1/C=C/C(=O)/C=C(O)/C=C/c1ccc(F)cc1OC([2H])([2H])[2H]	110	94	96	97	104	104	102	101
N#C/C(=C\NC(=S)NC1CCCCC1)c1nc2ccccc2s1	101	98	96	92	95	103	86	88
C=CC(=O)Nc1ccc(Oc2nccc(Nc3nnc(-c4ccc(Br)cc4)s3)n2)cc1	106	93	102	100	104	101	99	91
CC(O)CN1CNC(=S)NC1 (stereo unspecified)	107	98	94	103	99	94	100	98
OC(CN1CCCC2CCCCC21)c1ccc(Br)cc1 (stereo unspecified)	107	104	106	103	107	96	98	nt
CCCCCCCCCCCCCC[n+]1ccccc1	-49*	-69*	-88*	-45*	-31*	-90*	-37*	-81*
O=c1/c(=C\c2ccc(-c3ccccc3)o2)sc2nc(-c3ccccc3)nn12	107	105	99	93	105	105	97	96
COc1ccc(/C=C/c2cc(=O)c3c(C)c(Cl)c(C)cc3o2)cc1	117	101	107	90	93	228	99	96
CC1CCC(=NNC(=O)Cc2ccccc2Nc2c(Cl)cccc2Cl)CC1 (stereo unspecified)	119	109	104	111	104	107	111	89
N#Cc1ccc2nc(-c3nonc3N)[nH]c2c1	106	105	112	109	106	118	101	109
CC(=O)N1N=C(c2ccc(Cl)cc2)CC1c1cccc(Nc2ccnc3cc(C(F)(F)F)ccc23)c1 (stereo unspecified)	67	81	77	73	98	85	59	38
CC(=O)Nc1nnc(S(N)(=O)=O)s1	116&109	96&98	101&100	99&99	108&105	109&96	101&101	99&92
CN1CCN(CCCOc2ccc3nc(Nc4ccc(F)c(F)c4)ccc3c2)CC1	40	53	14	26	14	-51*	46	22
Cc1cc(N2CCCCCC2)nc(NC2CCCC(Nc3ccnc4cc(Cl)ccc34)C2)n1 (stereo unspecified)	-71*	-85*	-95*	-55*	-92*	-85*	-70*	-88*
Cc1ccn2c(=S)[nH]nc2c1	113	119	116	101	112	103	97	113
C/C(=N/O)c1ccc(N2C(=O)c3ccc(C(C)(C)C)cc3C2=O)cc1	100	99	95	91	101	95	111	96
CC(C)CCC[C@@H](C)[C@H]1CC[C@H]2[C@@H](Nc3ccc(O)cc3)CCC[C@]12C	97	98	92	111	18	98	80	33
Cc1ccc(S(=O)(=O)OCCCOS(=O)(=O)c2ccc(C)cc2)cc1	95	90	96	98	122	107	101	89
CC(C)=CCC[C@](C)(O)[C@H]1CC[C@]2(C)[C@@H]1CC[C@@H]1[C@@]3(C)Cc4nc5ccccc5nc4C(C)(C)[C@@H]3CC[C@]12C	97	104	98	93	102	101	93	72
CNC(=O)Oc1ccc2c(c1)[C@]1(C)CCN(C)[C@@H]1N2C	117	105	107	99	nt	108	115	92
CSc1cc(N)ncn1	107	111	106	115	102	98	95	103
